# Yeast life ext: extends the lifespan of yeast; S. cerevisiae growth with nicotinamide, OD615; deaD strain in restrictive glucose medium; inhibition of the nicotinamide effect, % at 10 µM; AID 775; 0.68% of 130,000 active;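 active = inhibition above a set limit, placed 3 SD over the median of all compounds, cut at about 26% in these data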;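 also: 0% = nicotinamide-treated wells and 100% = cells grown without nicotinamide; some compounds called inactive have numbers as strong as hits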
#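 System: DeaD-strain S. cerevisiae / Buffer or medium: CSMM-D, restrictive glucose (dextrose) synthetic minimal medium / Probe or stimulus: nicotinamide, 1.5 mM, co-present with compound / Compound: one concentration, 10 µM, DMSO 0.25% / Incubation: 48 h compound exposure at 30 °C, humidified / Technique: optical density (absorbance) at 615 nm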
# MRP1 act: MRP-1 activation; H69AR cells + doxorubicin, viability rescue, CellTiter-Glo; viability increase, % at 10 µM; 0.61% of 140,000 active; AID 799;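 active = viability gain under doxorubicin at or above a set limit, the compound median plus 3 SD, cut at about 4.7% in these data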;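 also: MRP-1 overexpressing cells given doxorubicin 25 µM after compound pretreatment; 18-22 h compound pretreatment then 72 h with doxorubicin before readout; 0% = doxorubicin-only wells and 100% = vehicle-treated cells without doxorubicin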
# bCat KO growth: beta-catenin-lacking colon tumor cell growth suppression | HCT116 beta-catenin knockout viability, CellTiter-Glo, 60 h; hits give low values | viability, % at 10 µM | 1.5% of 140,000 active;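 active = viability at or under a set limit, the compound median less 4 SD, cut at about 6% in these data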;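 also: 0% = Hyamine 1622 control at 20 µM and 100% = untreated cell control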
# Phagocyt inh: inhibitors of macrophage phagocytosis; J774A.1 macrophage IgG-bead phagocytosis, imaging; inhibition, % at 5 µM; 0.07% of 110,000 active; AID 1029;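 active = inhibition above the mean of the plate negative controls plus 5 SD, cut at about 13% in these data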;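 also: phagocytic index as fraction of beads internalized from green versus red external bead signal; plate controls were DMSO negative control for no effect and cytochalasin-D positive control for full effect; some results beyond the cut were filed as inactive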
# E-sel TNF inh: blocks E-selectin expression induced by TNF alpha; HUVEC TNFa-induced E-selectin immunofluorescence, high content; inhibition, % at 2 µM; 0.71% of 120,000 active; AID 1246;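 active = inhibition above the batch mean plus 3 SD, and confirmed as a hit on visual image review, cut at about 43% in these data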;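 also: 0% = TNF-stimulated DMSO wells and 100% = unstimulated control wells; not every result past the cut was called active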
# BB579 growth dn: chemicals that inhibit yeast BB579 growth in restrictive medium (lifespan-shortening candidates) | AID 804 | inhibition, % at 10 µM | S. cerevisiae BB579 growth, OD615, 48 h | 0.51% of 140,000 active;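 active = inhibition above a set limit, 3 SD over the mean compound inhibition, cut at about 44% in these data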; also: inactives centre near -24
#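 Assay system – yeast BB579 (DeaD) · Dosing – single compound dose of 10 µM, 0.25% DMSO final · Detection – OD615 turbidity measurement · Buffer or medium – CSMM-D restrictive synthetic medium containing dextrose (glucose) · Benchmarks – positive control amphotericin B 10 µg/mL · Incubation – 48 h exposure, 30 °C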
# NPY-Y2 antag: NPY-Y2 (human) receptor antagonism | P49146 | NPY-Y2 expressing cells, antagonist mode | inhibition, % at 2.7 µM | 0.99% of 140,000 active | AID 793; in the data active = inhibition above about 17%;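 also: 0% = vehicle with agonist challenge and 100% = reference antagonist with challenge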
# Target sequence (P49146 whole entry, looked up): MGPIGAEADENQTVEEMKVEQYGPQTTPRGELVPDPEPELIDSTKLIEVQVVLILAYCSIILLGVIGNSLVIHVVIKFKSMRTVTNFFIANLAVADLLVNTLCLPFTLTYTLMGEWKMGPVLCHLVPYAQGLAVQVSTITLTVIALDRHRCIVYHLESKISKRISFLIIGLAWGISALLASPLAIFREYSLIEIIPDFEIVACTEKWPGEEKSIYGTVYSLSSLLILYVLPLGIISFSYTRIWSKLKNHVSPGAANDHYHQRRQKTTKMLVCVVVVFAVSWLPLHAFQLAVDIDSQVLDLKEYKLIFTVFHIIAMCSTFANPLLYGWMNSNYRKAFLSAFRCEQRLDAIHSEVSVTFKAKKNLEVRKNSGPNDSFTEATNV
# PTEN del growth: suppresses growth of cells with PTEN deletion; HCT116 PTEN-null viability, CellTiter-Glo, 60 h; hits give low values; viability, % at 10 µM; 1.2% of 140,000 active; AID 827;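 active = viability at or below a set limit, 4 SD under the median of all tested compounds, cut at about 3.7% in these data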;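 also: PTEN knockout HCT116 line with beta catenin targeted HCT116 as companion control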
# GALR2 antag: GALR2 (human) receptor antagonism. AID 828. inhibition, % at 4 µM. 0.39% of 140,000 active. GALR2-expressing cells, antagonist mode. O43603; in the data active = inhibition above about 27%;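 also: cells stimulated with galanin 1-16 at roughly its EC80; 0% = agonist challenge control and 100% = basal control without agonist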
# Target sequence (O43603 whole entry, looked up): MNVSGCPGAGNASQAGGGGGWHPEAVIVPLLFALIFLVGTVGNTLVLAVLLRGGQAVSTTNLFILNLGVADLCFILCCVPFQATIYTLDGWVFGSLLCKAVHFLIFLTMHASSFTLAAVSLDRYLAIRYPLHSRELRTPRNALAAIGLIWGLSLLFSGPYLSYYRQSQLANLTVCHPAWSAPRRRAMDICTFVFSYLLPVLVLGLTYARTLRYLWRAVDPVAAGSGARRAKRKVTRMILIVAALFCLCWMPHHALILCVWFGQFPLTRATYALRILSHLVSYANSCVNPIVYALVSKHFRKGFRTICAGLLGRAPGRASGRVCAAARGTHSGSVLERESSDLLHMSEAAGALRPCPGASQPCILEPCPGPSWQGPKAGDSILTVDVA
# Measles CPE: protection of cells from measles virus; Measles virus-infected cells, CPE protection, absorbance; protection (pct of control), % at 4 µM; 1.5% of 140,000 active; AID 841; in the data active = protection mostly above about 24%, no sharp cut-off; inactive = mostly below about 26%; also: some compounds called inactive have numbers as strong as hits
# * hit, by the source's call; . = not tested or not shown. An unsorted share of the library, and some 6.3% of all compounds hit somewhere here.
SMILES,Yeast life ext,MRP1 act,bCat KO growth,Phagocyt inh,E-sel TNF inh,BB579 growth dn,NPY-Y2 antag,PTEN del growth,GALR2 antag,Measles CPE
CC(C)NS(=O)(=O)c1ccc(OCC(=O)Nc2ccccc2F)cc1,-1,-2.5,104,0,12,-32,1,94,-2,32
C=CCNC(=S)NNC(=O)C(CCC(C)C)CC(C)O (centres undefined),-6,-2.2,86,1,6,-11,0,97,4,0
CCOC(=O)Cn1c(=S)[nH]c2c(oc3ccc(Cl)cc32)c1=O,-2,-1.7,91,0,-5,-35,3,101,-6,5
Cn1ccs/c1=N\S(=O)(=O)c1ccc(Br)cc1,-29,-3.8,86,.,-34,-27,2,86,-7,1
CC1CCN(c2ncccc2C(=O)O)CC1,2,-0.7,96,2,.,-40,4,98,10,9
Cc1ccc2cc(CN(C(=O)c3ccco3)c3ccccc3C)c(=O)[nH]c2c1,-21,-2.5,87,0,.,-30,-1,92,9,11
COc1cc2c(cc1NC(=O)COC(=O)C1CC(=O)N(Cc3ccco3)C1)oc1ccccc12 (centres undefined),-17,-4.8,71,0,.,-6,0,80,-5,15
CCOc1ccc(-c2nn[nH]n2)cc1OCC,.,0.3,82,.,23,-42,0,91,10,38
COc1ccc(S(=O)(=O)N(CCc2ccccc2)CC(=O)O)cc1Cl,0,0.5,98,-1,6,-1,9,102,5,23
CO[C@@H]1O[C@@H]2COC(c3ccccc3)O[C@@H]2[C@@H](OC)[C@@H]1O (some centres undefined),.,-3.2,96,.,-5,5,1,98,20,6
COc1ccc(/C=C/C(=O)N(C)C2CCS(=O)(=O)C2)cc1OC (centres undefined),4,-1.0,91,.,2,-54,0,99,15,23
CC(=O)Nc1ccc2c(c1)nc(CCN1CCN(C)CC1)n2C,-3,-3.8,92,.,-13,-8,-1,94,11,8
CCCC(C(=O)NC1CCCCC1)N(Cc1ccco1)C(=O)CNS(=O)(=O)c1ccccc1 (centres undefined),4,-0.4,93,-1,-4,-68,9,89,-9,2
COc1ccc(N=C2NC(=O)S/C2=C\c2ccc(N(C)C)cc2)cc1,-7,0.5,80,6,10,-30,-2,77,11,10
Cc1cccc(-c2nc3ccccc3c(=O)n2NC(=O)c2cccs2)c1,-1,-0.6,93,-6,-11,-10,0,80,1,16
Cc1ccc(CN2CCN(/N=C/c3ccc(C(F)(F)F)cc3)CC2)cc1,-2,-1.9,86,-4,.,-5,5,93,19,9
Cc1cccc(OCCCC(=O)NC(C)c2ccccc2)c1 (centres undefined),-5,-3.1,92,0,11,6,5,87,-6,2
NC(=O)c1nn(-c2ccccc2)nc1N,-23,-0.8,109,0,-21,-25,4,97,-2,10
CCOC(=O)N1CCC(c2nc3ccccc3[nH]2)CC1,4,-2.6,94,-1,.,-14,1,96,8,18
O=C(NCCSCc1ccco1)Nc1cccc(Cl)c1,-16,-1.7,73,-1,-16,-24,4,82,1,5
N/C(Cn1nnc(-c2ccccc2)n1)=N\O,-20,-1.6,88,0,-30,-7,7,95,-3,13
C=C(C)COc1ccc(-c2[nH]ncc2-c2ccc(OC)c(OC)c2)c(O)c1,-21,-6.2,13,0,.,-33,8,12,4,9
N#C/C(=C\C1CC2C=CC1C2)c1nc2ccccc2[nH]1 (centres undefined),-13,-2.5,83,0,6,-33,4,68,12,7
COc1cccc(/C(O)=C2/C(=O)C(=O)N(c3cc(C)on3)C2c2cccs2)c1 (centres undefined),-26,-2.6,103,.,-15,5,3,110,6,35
Cc1ccccc1-n1c(=O)c(C#N)cc2c(=O)n3ccccc3nc21,-12,0.1,44,-1,-22,-11,-3,46,-56,12
# (cont.)
SMILES,Yeast life ext,MRP1 act,bCat KO growth,Phagocyt inh,E-sel TNF inh,BB579 growth dn,NPY-Y2 antag,PTEN del growth,GALR2 antag,Measles CPE
Cc1ccc(C(=O)OCC(=O)NCc2ccc3c(c2)OCO3)s1,-23,-1.2,84,2,-58,6,10,101,-14,12
c1ccc(CNc2nc3ccccc3n2CCN2CCOCC2)nc1,1,-1.1,94,0,24,-14,-1,92,12,4
Cc1ccccc1NC(=O)C1CC(=O)N(c2ccc3c4c(cccc24)CC3)C1 (centres undefined),-2,-1.9,74,.,-10,-57,1,77,3,29
NC(=O)CC1NC(=O)c2ccccc21 (centres undefined),-8,-2.1,93,0,-16,-15,1,101,1,14
CC/C(=N\N=C1\SC(C)C(=O)N1Cc1ccco1)c1ccccc1 (centres undefined),-5,-0.8,87,-4,.,1,5,95,-1,6
CSC(=Nc1cccc(C)c1)NC#N,0,-2.9,84,-3,-3,-58,3,92,2,24
COc1ccc(OC)c(S(=O)(=O)N(C)CC(=O)N2CCN(c3ccccc3)CC2)c1,-8,-3.1,66,4,-39,-36,1,74,-3,6
CCOC(=O)c1c(C)oc2c(F)c(F)c(F)c(F)c2c1=O,59,-1.2,9,1,14,-1,3,7,-9,0
O=C(CCN1C(=O)c2ccccc2C1=O)NCc1ccncc1,-7,-1.7,94,1,13,-18,0,106,-4,15
c1ccc(Sc2cnc3ccccc3n2)cc1,-27,-2.5,107,0,-4,-43,0,104,-8,10
CN1CCN(CCC(=O)Nc2ccc3c(c2)OCO3)CC1,.,-3.8,94,.,-9,-33,2,99,-12,10
O=C(Nc1ccc2nc[nH]c2c1)c1ccco1,-11,-0.6,105,3,.,-8,3,93,1,53*
COCCn1nnnc1CN1CCC(O)(c2cccc(C(F)(F)F)c2)CC1,-1,-0.3,101,.,-24,-41,0,93,-9,12
Cc1sc(NC(=O)Cn2c(=O)oc3ccccc32)nc1-c1ccc(Cl)cc1,2,-2.8,92,0,21,-15,6,95,2,2
Cc1nnc(NC(=O)NC(C)N2C(=O)C3C4C=CC(C4)C3C2=O)s1 (centres undefined),-14,-0.7,94,-3,13,-41,3,100,0,11
COc1ccc(C)cc1NC(=O)CNc1ccc(C(C)=O)cc1,-7,-4.0,72,-12,-13,-26,1,60,-10,4
CC(C)c1ccc(Oc2cccc(C(=O)/C(C#N)=C/N(C)C)c2)cc1,-14,-1.1,91,-1,-12,-7,4,95,-11,23
N#CCCn1nc(-c2ccccc2)cc1Nc1ccccc1NC(=O)C(F)(F)F,0,-1.1,89,-14,.,-35,2,94,-4,6
CCOC(=O)C1CCN(C(=O)Nc2ccccc2Cl)CC1,-7,-2.2,95,0,-40,-16,1,108,3,24
COc1ccc(N2CCN(C(CNC(=O)C(=O)NCCc3c[nH]c4ccccc34)c3ccco3)CC2)cc1 (centres undefined),5,-3.2,88,-7,.,-37,-1,84,8,15
COc1ccc(NC(=O)CC2(Cc3ccccc3)CCOC(C)(C)C2)cc1 (centres undefined),6,-1.2,75,-3,.,-21,9,86,1,13
CS(=O)(=O)N1CCC(C(=O)Nc2ccc3c(c2)OCO3)CC1,4,-0.8,97,0,25,-31,5,101,-1,8
CCOc1ccccc1NC(=O)CSc1nnc(-c2ccco2)n1Cc1ccco1,-2,-1.8,96,0,.,-55,5,97,6,21
Cc1cccc(NC(=S)NNC(=O)CCn2nc(C)c([N+](=O)[O-])c2C)c1,.,0.3,88,.,-7,-5,4,102,-3,8
O=C(CCCSc1nc2ccccc2s1)Nc1nccs1,-10,-0.6,98,-1,.,4,9,79,7,19

# Brought forward from above: two entries; new compounds follow.
SMILES,Yeast life ext,MRP1 act,bCat KO growth,Phagocyt inh,E-sel TNF inh,BB579 growth dn,NPY-Y2 antag,PTEN del growth,GALR2 antag,Measles CPE
Cc1cccc(NC(=S)NNC(=O)CCn2nc(C)c([N+](=O)[O-])c2C)c1,.,0.3,88,.,-7,-5,4,102,-3,8
O=C(CCCSc1nc2ccccc2s1)Nc1nccs1,-10,-0.6,98,-1,.,4,9,79,7,19
CCn1cc([N+](=O)[O-])c(C(=O)N2N=C(c3ccc(O)c(OC)c3)CC2c2ccccc2O)n1 (centres undefined),-2,-2.0,71,3,-17,-16,-1,68,6,5
O=C(NC1CC2CCCC(C1)N2Cc1cccs1)N1CCOCC1 (centres undefined),-10,-0.6,101,0,2,-29,-1,96,6,9
O=C(Nc1cccc2cccnc12)c1cccc(N2C(=O)CCC2=O)c1,-8,1.3,90,0,.,11,1,90,10,29
C/C(=N\NC(=O)c1ccccn1)C12CC3CC(CC(C3)C1)C2,-14,-2.2,84,.,3,-21,0,86,10,1
c1nc(COc2nsnc2N2CCOCC2)cs1,-5,-1.4,99,4,1,-4,1,89,-6,16
CCOC(=O)/C(C#N)=C1/SC(C)C(=O)N1c1ccc(Br)cc1 (centres undefined),-20,-1.2,88,0,15,-32,3,101,-4,4
O=C(COc1ccc(Cl)cc1)Nc1ncccn1,-8,3.1,101,2,6,-7,5,102,-2,8
Cc1nc2ccccc2c(=O)n1NS(C)(=O)=O,-12,-0.7,95,1,-17,28,5,99,2,16
CC(C)c1ccc(NC(=O)CCN2C(=O)c3ccc([N+](=O)[O-])cc3C2=O)cc1,-5,-0.9,104,1,-21,-36,1,96,6,13
O=C(CN1C(=O)NC2(CCCCC2)C1=O)NCCC1=CCCCC1,-23,-3.4,86,0,-4,-26,0,93,7,5
CC(=O)Nc1ccc(OCC(=O)c2ccc(C)cc2C)cc1,-32,-0.1,98,-1,17,13,-2,103,-21,7
CCCCc1c(C(=O)O)cc(OC)cc1C(=O)O,.,1.4,90,1,-4,-27,1,98,0,6
Cc1cc(C(F)(F)F)nn1CCCNC(=O)c1cnccn1,-10,-1.4,103,-3,0,-23,2,95,2,4
CCOC(=O)Cc1c(C)nc(-c2ccccc2)[nH]c1=O,-12,-0.7,91,1,-8,-43,1,94,7,3
CCCC1CCc2c(sc(N)c2C(N)=O)C1 (centres undefined),1,-0.8,95,-1,-10,-90,2,96,2,4
c1ccc(CC2CCN(C(c3cccs3)c3nnnn3C3CCCC3)CC2)cc1 (centres undefined),-8,-1.4,60,.,-26,-80,5,65,-2,27
CCOC(=O)c1sc(N)c(C(=O)OCC)c1COC(=O)C1CC(=O)N(Cc2ccco2)C1 (centres undefined),-9,-2.3,77,-3,14,-43,7,93,-22,11
CCCCCCN1C2=NCCN2c2ccccc21,-3,-3.9,56,1,31,-8,4,48,3,14
COc1ccc(C(=O)NC2CCSC2=O)cc1 (centres undefined),.,1.0,95,.,17,-4,1,98,2,24
Cc1cc(C)c2nc(N3CCCC(C(=O)NCCN4CCOCC4)C3)sc2c1 (centres undefined),-4,-3.3,82,-1,.,5,0,88,-9,11
COc1ccc(C(=O)NC(=S)Nc2cccc(Cl)c2N2CCOCC2)cc1[N+](=O)[O-],24,-3.8,60,0,-34,-49,4,61,-10,3
CCOC(=O)CNC(=O)Nc1cccc(Cl)c1C,-8,-0.9,94,-1,-16,19,3,99,-5,4
O=S(=O)(c1cc(F)cc(F)c1)N1CCN(c2ncccn2)CC1,-8,0.0,99,-2,7,-55,2,102,4,3

# Measles CPE, what is marked active above
Compound | Yeast life ext | Phagocyt inh | E-sel TNF inh | BB579 growth dn | NPY-Y2 antag | GALR2 antag | Measles CPE
O=C(Nc1ccc2nc[nH]c2c1)c1ccco1 | -11 | 3 | . | -8 | 3 | 1 | 53*
